# USP2a inh: inhibitors of human ubiquitin-specific protease USP2a | O75604 | hit rate 0.01% among 330,000 | USP2 core, Ub-CHOP2 coupled fluorogenic reporter, 485/531 | AID 463254 | Potency, µM (doses to about 38.3 µM), for the others: top-dose activity change, negative = inhibition, most hits filed as inhibitors;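 further: potency means the concentration at half of the fitted maximal effect; plate controls were DMSO wells for no effect and full inhibition by NEM control for full effect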
#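 Cell-free coupled assay: 10nM USP2 core preincubated 30min RT with compound in Tris-HCl pH 8.0/CaCl2/CHAPS buffer, then 25nM Ub-CHOP2 and 25nM reporter substrate; fluorescence (Ex 485/Em 531) read after 60min RT, normalized to NEM inhibition, concentration-response curves fitted.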
# Coupling enz: inhibits coupling enzyme system, counter-screen for aldolase hits | coupling enzyme system counterscreen, AmpLite Red fluorescence | activity change, negative = inhibition, % at 58.2 µM, hits read low | hit rate 0.67% among 290,000 | AID 2472; in the data active means activity change below about -30%; further: on the % scale 0 is the no-effect control and ±100 the full control effect
#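 Fluorescence at 525 nm excitation and 598 nm emission measured inhibition of the coupled detection system without aldolase. Compounds (at 57.5 uM final) were preincubated 10 min at room temperature with coupling enzyme reagent before a 20 min substrate/AmpLite Red step.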
# PKM2 act: PKM2 (human) enzyme activation | P14618 | purified PKM2, Kinase-Glo ATP luminescence, activation; response scale: 0% is enzyme alone, no compound | Potency, µM (top dose mostly 57.5 µM), without a hit: at the highest dose activation, actives largely listed as activators | hit rate 0.34% among 260,000; further: potency means the concentration at half of the fitted maximal effect; on the % scale 0 is the no-effect control and ±100 the full control effect; nearly all actives have a fitted effect of over 55% in size
#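 ATP formation by purified human PK-M2, quantified via coupled luciferase luminescence after 1 h at room temperature with 0.1 mM ADP and 0.5 mM PEP final.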
# KCNH2 3.1 inh: inhibitors of human KCNH2 3.1 potassium channel isoform. hit rate 0.95% among 340,000. AID 720553. activity change, % (tested at about 1.8 µM). U2OS KCNH2 3.1, thallium flux FluxOr; hits give low values;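 active means maximum activity change below -70%; inconclusive means maximum activity change from -70% to -50%; inactive means maximum activity change above -50%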;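 further: thallium influx rate constant from kinetic fluorescence after stimulation buffer; on the % scale 0 is the no-effect control and ±100 the full control effect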
#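 Kinetic fluorescence (2 min after stimulation buffer) measures Tl+ influx through KCNH2 3.1 expressed by viral transduction in U2OS cells; the rate constant is normalized against DMSO controls serving as positive and negative references.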
# TRPV1 agonist: human TRPV1 agonism | Q8NER1 | activation, % at 8.33 µM | hit rate 0.19% among 320,000 | TRPV1-expressing cells, Fluo-8 calcium influx, agonist mode; in the data active means activation above about 80%; inconclusive means between about 30% and that limit; further: 0% is about no effect
# Target sequence (Q8NER1 whole entry, looked up): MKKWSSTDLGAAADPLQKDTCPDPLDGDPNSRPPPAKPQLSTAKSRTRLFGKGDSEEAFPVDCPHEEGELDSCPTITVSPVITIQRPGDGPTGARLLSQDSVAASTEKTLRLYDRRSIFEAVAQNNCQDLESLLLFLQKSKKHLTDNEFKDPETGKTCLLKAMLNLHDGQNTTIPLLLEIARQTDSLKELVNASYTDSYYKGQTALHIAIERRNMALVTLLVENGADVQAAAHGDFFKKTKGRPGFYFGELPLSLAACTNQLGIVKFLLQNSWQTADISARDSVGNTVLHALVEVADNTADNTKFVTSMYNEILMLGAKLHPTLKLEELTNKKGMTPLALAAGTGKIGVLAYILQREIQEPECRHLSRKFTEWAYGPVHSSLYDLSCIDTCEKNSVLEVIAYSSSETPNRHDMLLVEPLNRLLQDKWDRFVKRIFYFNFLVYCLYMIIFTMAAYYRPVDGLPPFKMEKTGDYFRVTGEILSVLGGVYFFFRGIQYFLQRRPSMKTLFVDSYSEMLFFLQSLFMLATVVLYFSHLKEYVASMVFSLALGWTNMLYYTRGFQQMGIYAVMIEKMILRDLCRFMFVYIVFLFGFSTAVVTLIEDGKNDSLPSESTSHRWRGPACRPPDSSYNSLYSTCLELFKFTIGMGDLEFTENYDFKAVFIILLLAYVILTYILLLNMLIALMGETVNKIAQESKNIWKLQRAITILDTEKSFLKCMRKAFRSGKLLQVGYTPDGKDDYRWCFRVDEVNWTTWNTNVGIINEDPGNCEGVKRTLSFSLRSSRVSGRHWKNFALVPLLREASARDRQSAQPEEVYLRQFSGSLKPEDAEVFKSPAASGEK
#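 Cells expressing TRPV1 were dye-loaded with Fluo-8 and read kinetically: 10 s baseline, 3 min after compound (agonist portion), then 2 min after EC20 capsaicin (allosteric enhancer portion). Calcium-bound dye fluorescence at 480/520 nm.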
# Menin-MLL TR inh: displaces Texas Red mutant MLL peptide from human menin. AID 1768. Potency, µM (series often up to 61.6 µM), for the others: at the top dose FP activity change, negative = inhibition, actives largely listed as inhibitors. hit rate 0.23% among 270,000. Menin + Texas Red MLL mutant peptide, fluorescence polarization; active means well fitted inhibition curve with a large enough effect in the polarisation, with a control signal flat, not every such curve was filed as active; inconclusive means small, poorly fitted or top-dose-only effect, or effect the other way, or a change in a side signal; inactive means no such curve, though single readings can be large or run the other way; the % refers to the polarisation; further: potency means the concentration at half of the fitted maximal effect; % of control where 0% means no effect; many of its hits are not listed in these tables
# Giardia kill: kills Giardia lamblia | Giardia lamblia trophozoite viability | activity change, % at 7.66 µM, hits read low | hit rate 0.15% among 340,000; in the data active means activity change below about -80%; inconclusive means between about -30% and that limit;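 further: parasites exposed to compound for two days anaerobically before the ATP read; on the % scale 0 is the no-effect control and ±100 the full control effect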
#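 Trophozoite viability was measured as ATP-dependent luminescence, read 15-30 min after reagent addition. Before that, parasites at 100 cells/well were exposed to compounds for 48 h, anaerobically, at 37 deg C.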
# CXXC DNA block: inhibitors of human MLL CXXC domain-DNA interaction; Q03164; MLL-CXXC / FITC-HOXA9 DNA fluorescence polarization; Potency, µM (highest dose often 115 µM), inactives show at the highest dose activity change, negative = inhibition, most hits filed as inhibitors; hit rate 0.037% among 290,000; active means well fitted inhibition curve with a large enough effect in the polarisation, with a control signal flat, not every such curve was filed as active; inconclusive means small, poorly fitted or top-dose-only effect, or effect the other way, or a change in a side signal; inactive means no such curve, though single readings can be large or run the other way; the % refers to the polarisation; further: potency means the concentration at half of the fitted maximal effect
#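 Steps: dispense CXXC domain solution (7 uM) → pin compounds or unlabeled HOX-A9 DNA control → 5 min ambient → add FLSN-HOX-A9 solution (50 nM) → spin → 30 min ambient → fluorescence polarization. Tris pH 7.5/NaCl/DTT/BSA buffer.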
# KCNH2 WT inh: blocks the wildtype human KCNH2 potassium channel; hit rate 0.37% among 340,000; activity change, % at 1.84 µM; U2OS, BacMam KCNH2, thallium flux FluxOr; hits give low values; AID 720551;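 active means maximum activity change below -70%; inconclusive means maximum activity change between -70% and -50%; inactive means maximum activity change above -50%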; further: on the % scale 0 is the no-effect control and ±100 the full control effect
#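 U2OS cells were transduced with wild-type KCNH2 virus (2.03 x 10^8 / mL) for 4 h at room temperature, then cultured overnight at 37 C. Thallium flux was read with FluxOr dye. Rate constants were normalized to DMSO controls.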
# GALK inh: inhibitors of human galactokinase | hit rate 0.007% among 270,000 | Potency, µM (highest dose often 57.5 µM), without a hit: at the top dose activity change, negative = inhibition, actives largely listed as inhibitors | Purified GALK, Kinase-Glo residual ATP luminescence | AID 1868 | P51570; further: potency means the concentration at half of the fitted maximal effect; on the % scale 0 is the no-effect control and ±100 the full control effect
#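 ATP-depletion format; final 35 uM ATP, 100 uM D-galactose, 5 nM enzyme; pH 8.0 HEPES/Mg2+ buffer; 60 min RT; luminescence read 10 min after detection reagent.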
# B2AR arrestin: agonists driving beta-arrestin recruitment to human beta2-adrenergic receptor. P07550. beta-arrestin recruitment to beta2AR, cell-based reporter. Potency, µM (doses to about 46.1 µM), for inactives: at the top dose activation, actives largely listed as activators. hit rate 0.02% among 330,000. AID 492947;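 further: potency means the concentration at half of the fitted maximal effect; 0% = DMSO controls and full agonism = EC100 isoproterenol or metaproterenol; nearly all actives have a fitted effect of over 65% in size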
# The depositor's hits bear a star; ? = inconclusive; / = no result given; & = joins results of further samples; [ ] = remark or other dose. Unless noted, the call rests on the fitted dose curve; in most records, active means well fitted curve in the direction sought with a large enough effect; inconclusive means small, poorly fitted or top-dose-only effect, or another doubt; inactive means no such curve, though single readings can be large; an effect the other way counts as inactive or inconclusive. Only part of the results is shown; the hit share may differ from the screen's.
SMILES,USP2a inh,Coupling enz,PKM2 act,KCNH2 3.1 inh,TRPV1 agonist,Menin-MLL TR inh,Giardia kill,CXXC DNA block,KCNH2 WT inh,GALK inh,B2AR arrestin
N=C(N)SCc1nc2ccccn2c1Br,3.0%,1.9,9.3%,-8.5,0.9,-0.5%,-11.2,-2.3%,13.6,2.1%,0.0%
CCSc1cc(N2CCCC2)nc(-c2ccc(Cl)cc2)n1,-0.9%,/,/,13.0,-4.6,/,22.6,/,-1.3,/,-0.9%
Cc1ccc(S(=O)(=O)N2CCOCC2)cc1NC(=O)C1=NN(c2ccccc2)C(=O)CC1,5.6%,/,/,1.5,3.4,/,-26.0,-7.4%,-3.7,-4.2%,0.4%
Cc1cc(C)c(NC(=O)COC(=O)COc2ccc3c(C)cc(=O)oc3c2)c(Cl)c1,2.5%,/,/,1.9,-0.7,/,-10.3,/,-2.0,/,-0.9%
COc1ccc(-c2nc3ccccc3nc2-c2ccc(OC)cc2)cc1,0.4%,-0.8,-0.1%,-2.7,?,14.5%,-1.6,-3.5%,8.3,-1.8%,-0.6%
CCOC(=O)CSCc1nc(-c2ccc(Cl)cc2)oc1C,2.1%,1.8,-1.1%,-3.8,4.2,-11.7%,3.4,-3.4%,-3.6,/,-1.9%
COc1ccc(OCCCC(=O)OCC(=O)c2ccc3c(c2)NC(=O)CO3)cc1,-1.0%,/,/,-15.6,4.7,/,29.9,/,-14.8,/,0.0%
CC1=NN(C(=O)COc2ccccc2)C(O)(c2cccnc2)C1 (stereo not given),0.2%,-0.5,3.5%,-2.6,0.5,-0.2%,8.4,-4.7%,-6.0,0.3%,0.1%
O=C(c1cccc(C(F)(F)F)c1)C1CCCN(C(=O)Cn2cncn2)C1 (stereo not given),3.1%,/,/,11.8,4.3,/,-1.9,-1.1%,6.7,-0.8%,0.1%
CCOCCCNC(=O)c1cn(CC(C)C)c(=O)c2cc(OC)c(OC)cc12,6.0%,-1.0,0.7%,22.1,2.1,-9.6%,-11.4,4.3%,-11.6,1.0%,-0.2%
O=C(CN1CCN(c2ccccc2O)CC1)Nc1cc(S(=O)(=O)N2CCCC2)ccc1Cl,0.9%,/,/,-1.7,1.7,/,-14.5,/,-0.2,/,0.5%
Cc1cc(N=Nc2ccccc2C(=O)O)c(C)c(C)c1O,-2.1%,-9.1,-13.7%,-7.3,-5.4,/,-5.4,13.6%,-6.4,1.0%,-0.2%
O=C(O)c1cn(Cc2ccccc2)nc1-c1cccnc1,3.1%,0.1,-5.5%,2.6,2.1,-12.4%,20.5,3.0%,-12.4,-0.7%,0.1%
COc1ccccc1NC(=O)/C(=C/c1cccs1)NC(=O)c1ccco1,0.4%,3.0,-8.9%,-0.8,1.7,/,-5.2,2.0%,12.7,1.5%,-0.8%
Cc1c(/C=N/NC(=O)C2(O)c3ccccc3-c3ccccc32)cnn1C,2.9%,-0.9,-14.8%,0.9,-1.5,2.9%,29.3,-2.6%,1.6,1.8%,-0.2%
COc1ccc(N2C(=S)NC3N2C(=S)NC3(C)c2ccccc2)cc1 (stereo not given),-0.2%,-1.2,1.1%,1.2,-1.2,1.7%,-4.0,13.0%,-6.8,-0.2%,-0.2%
CC(NC(=O)c1cccnc1Sc1ccccc1)c1ccc(S(N)(=O)=O)cc1 (stereo not given),2.1%,/,5.8%,1.2,-0.1,/,-8.7,-7.6%,6.8,-2.2%,-0.3%
Cc1ccc(CN2CCNC(=O)C2CC(=O)N(Cc2c(C)nn(C)c2C)C2CC2)o1 (stereo not given),2.2%,0.2,4.1%,-1.6,-2.4,-0.7%,12.0,-7.2%,7.8,-0.8%,-0.8%
NS(=O)(=O)c1ccc(CCNC(=O)COC(=O)/C=C/c2ccccc2Cl)cc1,1.2%,-0.3,-2.2%,5.8,6.1,14.4%,-17.5,0.9%,-3.1,-0.1%,-0.4%
COC(=O)c1cccc(S(=O)(=O)N2CCC(NC(=O)Nc3cccc(F)c3)CC2)c1,-0.7%,2.6,-2.8%,8.5,10.0,14.7%,-2.7,2.2%,-5.2,2.7%,-0.8%
COC(=O)C1=C(C)N(CC2CC2)C(=NCc2cccc(Cl)c2)N[C@H]1c1ccccc1,0.0%&2.3%,-1.8&0.7,1.6%&0.6%,-4.1,2.1&2.8,17.1%&-13.0%,-8.3,-1.2%&15.7%,-0.1,/,-0.3%&3.4%
CCCC1(c2ccccc2)NC(=O)N(CC(=O)Nc2ccc3c(c2)OCCO3)C1=O (stereo not given),1.0%,/,/,0.6,/,/,3.6,/,-4.4,/,2.9%
CC1CCCC(C)N1CCCNC(=O)c1csc2c1CCCCC2 (stereo not given),0.8%,/,/,-3.2,-0.3,/,12.0,5.2%,7.6,-0.6%,-0.8%
Cc1ccc(NC(=O)Nc2ncnc3nc[nH]c23)cc1,-0.1%,1.0,1.6%,-10.2,8.0,/,-17.0,2.3%,-2.9,-3.1%,-0.1%
Cc1onc(-c2ccccc2Cl)c1NC(=O)NCc1cccs1,0.3%,1.0,2.5%,-11.1,3.9,/,-3.5,-2.1%,-3.6,5.0%,0.0%
# (list continues)
SMILES,USP2a inh,Coupling enz,PKM2 act,KCNH2 3.1 inh,TRPV1 agonist,Menin-MLL TR inh,Giardia kill,CXXC DNA block,KCNH2 WT inh,GALK inh,B2AR arrestin
CCC1(C)Cc2[nH]c(=O)c(C#N)cc2CO1 (stereo not given),1.3%,4.3,2.4%,3.4,-0.7,3.5%,5.4,16.7%,6.8,0.4%,-0.1%
Cc1noc(NS(=O)(=O)c2ccc(N/C=C\C(=O)c3ccc4c(c3)OCO4)cc2)c1C,-3.5%,18.1,?,4.1,0.5,?,-12.7,-29.2%,-14.1,2.5%,0.0%
CCOC(=O)Cc1csc(NC(=O)Cc2cccs2)n1,2.3%,1.0,0.6%,-7.8,5.9,?,6.1,6.0%,0.0,5.0%,-0.5%
CCCSc1ncnc2sc(C)c(C)c12,2.7%,1.3,-7.7%,-31.6,-0.8,-1.6%,9.9,-19.6%,/,0.1%,0.1%
Cc1occc1-c1nnc(SC(C)C(=O)Nc2ccccc2F)o1 (stereo not given),0.5%,/,/,-10.4,-2.1,/,-17.4,/,-7.8,/,-0.8%
CC(OC(=O)CC1CC2CCC1C2)C(=O)Nc1ccc(C(N)=O)cc1 (stereo not given),2.1%,/,/,11.7,?,/,17.1,/,0.8,/,-0.4%
CCOc1ccc(-c2noc(CCC(N)=O)n2)cc1OCC,-1.2%,0.1,-12.2%,14.6,3.2,1.6%,-3.0,-5.9%,1.8,-1.7%,0.4%
Cc1ccc(S(=O)(=O)NCC(=O)NC2CCCC2)cc1,0.0%,2.1,5.7%,4.3,-3.2,15.1%,10.5,1.9%,-14.2,1.3%,-0.5%
CCN(CC)S(=O)(=O)c1cccc(C(=O)OCC(=O)Nc2ccc3c(c2)c2ccccc2n3CC)c1,2.3%,2.3,-2.7%,9.2,-2.7,11.2%,-3.7,4.3%,-119.1*,0.7%,-0.7%
COc1cc(OC)c2ccc(=O)oc2c1C(CC(=O)N1CCCC(C)C1)c1ccc2c(c1)OCO2 (stereo not given),-3.4%,3.5,-1.5%,26.9,?,/,5.6,10.0%,-0.5,-1.9%,0.5%
Cc1ccc(NC(=O)C2CCCN2C(=O)NC2CCCCC2)cc1 (stereo not given),2.5%,0.2,-4.2%,10.4,1.0,17.4%,3.1,10.0%,7.9,3.0%,0.0%
Cc1cc(/C=C2/C(=N)N3C(c4ccccc4)=CSC3=NC2=O)c(C)n1-c1ccccc1,-0.3%,-3.6,-9.9%,5.2,-1.7,?,-12.7,11.5%,-7.5,-0.2%,-0.4%
Cc1c(NC2=C(Cl)C(=O)N(c3ccccc3Cl)C2=O)c(=O)n(-c2ccccc2)n1C,0.3%,-3.3,21.8%,-6.7,-1.2,19.0%,8.0,3.2%,-0.2,/,-0.9%
O=[N+]([O-])c1cccc(S(=O)(=O)N2CCCC2)c1,4.8%,-1.7,-3.4%,-0.4,-3.3,7.2%,-5.3,1.2%,-1.3,1.4%,-0.4%
COc1ccc(NC(=O)C(=O)NCCC2CCCCN2S(=O)(=O)c2ccccc2)cc1 (stereo not given),1.3%,/,/,-11.5,2.3,/,-9.7,/,-2.1,/,-0.3%
O=C(N/N=C\c1ccc(-c2ccc(Cl)c(Cl)c2)o1)C(=O)N1CCCC1,-1.3%,3.2,-8.5%,-2.6,3.5,-5.1%,13.4,53.9%[activator],4.1,6.2%,-0.9%

# Compound activity deposited in PubChem BioAssay by National Center for Advancing Translational Sciences (NCATS).
